High-throughput results from PubChem.
human PMI inhibitors – human PMI inhibitors, high substrate, primary screen, biochemical, fluorescence intensity, high mannose 6-phosphate (AID 1220). Mannose-6-phosphate isomerase (Homo sapiens). recombinant PMI enzyme, coupled fluorescence intensity; higher % means a stronger effect. one-dose inhibition, % at 20 µM; IC50 in µM for titrated hits. hit rate 0.66% among 190,000
P. falciparum M17LAP – P. falciparum M17LAP inhibitors, primary screen, biochemical, fluorogenic H-Leu-NHMec substrate, 1536-well (AID 1619); Leucine aminopeptidase (Plasmodium falciparum (isolate 3D7)); recombinant M17LAP, H-Leu-NHMec fluorogenic kinetic assay; higher % means a stronger effect; inhibition, % at 30 µM; hits with a dose series show IC50 in µM; hit rate 0.38% among 220,000;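 active = compound inhibiting the enzyme by more than half at any dose during confirmatory dose-response retesting; inconclusive = strong single-dose inhibitors picked by rank but not retested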;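 also: plate controls were full reaction with DMSO carrier for no effect and no enzyme background for full effect; strong numbers were not always called active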
TNAP activators – human TNAP enzyme activators, primary screen, biochemical, luminescent, no phosphate acceptor, uHTS (AID 1001); hit rate 0.03% among 200,000; Alkaline phosphatase, tissue-nonspecific isozyme (Homo sapiens); one-dose activation fold at 20 µM; EC50 in µM for titrated hits; purified TNAP, luminescent activation assay, no phosphate acceptor; higher activation fold means a stronger effect; in the data active = activation fold from about 3, or a potency from the dose series; inactive = the rest, 99 in 100 with activation fold below about 1.6; also: many of its hits are not listed in these tables
XIAP displacement – XIAP antagonists, biochemical, IAP family, fluorescence polarization (AID 1018) | hit rate 0.007% among 200,000 | XIAP BIR domain, fluorescence polarization peptide displacement; higher % means a stronger effect | displacement, % at 20 µM, or IC50 in µM where a hit was titrated | E3 ubiquitin-protein ligase XIAP (Homo sapiens); in the data active = displacement above about 50%; also: a part of the inactive calls stands beside numbers as strong as those of hits
ER stress rescue – rescue of cells from ER stress-induced death, primary screen, 384-well, CSM14.1, thapsigargin, ATP luminescence (AID 1222). CSM14.1 thapsigargin-induced death rescue, ATP luminescence; higher % means a stronger effect. 190,000 tested, under 10 active. cellular ATP content (survival), % at 20 µM; hits with a dose series show EC50 in µM;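 active = EC50 below 50 µM in the dose-response confirmation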;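 also: death triggered by thapsigargin at about 15 µM added after 2 h compound pretreatment; cell ATP read after overnight thapsigargin exposure of roughly 18 to 22 hours; normalized against plate controls of thapsigargin alone and 5% DMSO vehicle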
Myeloid diff MLP – induction of myeloid progenitor differentiation, primary screen, cell-based, flow cytometry, MLPCN library; calls only at 10 µM; ER-HoxA9 myeloid progenitors, lysozyme-GFP differentiation; hit rate 1% among 360,000;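 active = normalized GFP-positive differentiation at or above the plate's own cutoff, the solvent-only control mean plus 3 SD; inconclusive = no clear call, values can overlap the other calls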;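 also: cells exposed to compound for four days before flow analysis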
LYP phosphatase – inhibitors of LYP phosphatase, biochemical, fluorescence intensity, uHTS (AID 1779); recombinant LYP phosphatase, fluorescence intensity; higher % means a stronger effect; hit rate 0.054% among 290,000; Tyrosine-protein phosphatase non-receptor type 22 (Homo sapiens); inhibition, % at 11.5 µM, or IC50 in µM where a hit was titrated;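 also: plate controls were vehicle with enzyme for no effect and no enzyme for full effect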
human PMI inhibition – inhibitors of human PMI, primary screen, biochemical, fluorescence intensity, coupled assay (AID 1209). Mannose-6-phosphate isomerase (Homo sapiens). purified PMI enzyme, coupled fluorescence intensity; higher % means a stronger effect. inhibition, % at 20 µM, or IC50 in µM where a hit was titrated. hit rate 0.42% among 190,000;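 also: plate controls were DMSO vehicle for no effect and wells lacking substrate for full effect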
M1AAP inhibition – P. falciparum M1AAP inhibitors, biochemical, fluorogenic H-Leu-NHMec substrate, 1536-well (AID 1445). hit rate 0.42% among 220,000. recombinant M1AAP, H-Leu-NHMec fluorogenic kinetic assay; higher % means a stronger effect. inhibition, % at 30 µM, or IC50 in µM where a hit was titrated;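 active = primary inhibition above the hit cutoff, then over 50% inhibition at one or more dose response concentrations, cut at about 23% in these data, passing the limit was not always enough; inconclusive = conflicting primary data, or primary hits not chosen for dose response; inactive = low primary inhibition, or under 50% at every dose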;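 also: plate controls were DMSO full reaction for no effect and no enzyme background for full effect; strong numbers were not always called active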
Myeloid diff MLP GFP+ MAC1+ % – also measured in Myeloid diff MLP; calls as there; GFP+ MAC1+ double positive, %; measured here: differentiation confirmed by MAC1 staining
Numbers without * were called inactive. Rule as the data show it, unless noted: active = inhibition above about 50%; inactive = the rest.

How did O=C(CN1CCN(c2ccccc2O)CC1)NC(=O)NCc1ccco1 do in these assays?
human PMI inhibitors: 16.3%; P. falciparum M17LAP: -6.1%; TNAP activators: 1; XIAP displacement: -9.1%; ER stress rescue: 4.1%; Myeloid diff MLP: inactive; LYP phosphatase: -5.5%; human PMI inhibition: 15.4%; M1AAP inhibition: 13.0%; Myeloid diff MLP GFP+ MAC1+ %: 0.3

How did C=CCSc1nc2c(cnn2-c2ccc(C)c(C)c2)c(=O)[nH]1 do in these assays?
human PMI inhibitors: 0.5%; P. falciparum M17LAP: -1.5%; TNAP activators: 1.1; XIAP displacement: -2.2%; ER stress rescue: -0.9%; Myeloid diff MLP: inactive; LYP phosphatase: -4.6%; human PMI inhibition: 1.0%; M1AAP inhibition: -1.5%; Myeloid diff MLP GFP+ MAC1+ %: 1.4

Results for CCCSc1nnc(-c2c[nH]c3ccccc23)n1C ?
human PMI inhibitors: -4.7%; P. falciparum M17LAP: 2.8%; TNAP activators: 1.2; XIAP displacement: -4.2%; ER stress rescue: -1.6%; Myeloid diff MLP: inactive; LYP phosphatase: -7.0%; human PMI inhibition: 0.0%; M1AAP inhibition: 6.1%; Myeloid diff MLP GFP+ MAC1+ %: 3.1

What do the screens show for `O=C(NN1C(=O)C2C3C=CC(C4CC34)C2C1=O)c1ccc(Cl)cc1Cl` (stereo not drawn)?
human PMI inhibitors: 2.5%; P. falciparum M17LAP: 18.3%; TNAP activators: 1; XIAP displacement: -4.6%; ER stress rescue: -0.4%; Myeloid diff MLP: inactive; LYP phosphatase: -13.8%; human PMI inhibition: 11.5%; M1AAP inhibition: -3.8%; Myeloid diff MLP GFP+ MAC1+ %: 1.1

How did CC1CCCN(C(=O)C2CCCN(S(=O)(=O)c3cccc4nsnc34)C2)C1 (stereo not drawn) do in these assays?
human PMI inhibitors: -7.2%; P. falciparum M17LAP: 2.2%; TNAP activators: 1.1; XIAP displacement: -0.7%; ER stress rescue: -1.0%; Myeloid diff MLP: inactive; LYP phosphatase: 2.3%; human PMI inhibition: -5.6%; M1AAP inhibition: 2.3%; Myeloid diff MLP GFP+ MAC1+ %: 0.8

Results for O=C(OCC(=O)N1CCc2ccccc2C1)c1cccs1 ?
human PMI inhibitors: -0.9%; P. falciparum M17LAP: 0.1%; TNAP activators: 1; XIAP displacement: -5.4%; ER stress rescue: 1.6%; Myeloid diff MLP: inactive; LYP phosphatase: -8.6%; human PMI inhibition: -1.8%; M1AAP inhibition: 3.2%; Myeloid diff MLP GFP+ MAC1+ %: 1.2

What do the screens show for `COc1ccc(C)cc1S(=O)(=O)N(C)CC(=O)N1CCC(C(N)=O)CC1`?
human PMI inhibitors: -5.6%; P. falciparum M17LAP: -5.0%; TNAP activators: 1.1; XIAP displacement: -6.3%; ER stress rescue: 0.2%; Myeloid diff MLP: inactive; LYP phosphatase: -1.6%; human PMI inhibition: -4.7%; M1AAP inhibition: -2.4%; Myeloid diff MLP GFP+ MAC1+ %: 0.2

Results for COc1ccccc1-c1c(-c2ccc(OCC(=O)NN)cc2O)n[nH]c1C(F)(F)F ?
human PMI inhibitors: 8.6%; P. falciparum M17LAP: -11.1%; TNAP activators: 1.4; XIAP displacement: -8.0%; ER stress rescue: -1.3%; Myeloid diff MLP: inactive; LYP phosphatase: 3.4%; human PMI inhibition: 5.0%; M1AAP inhibition: 9.9%; Myeloid diff MLP GFP+ MAC1+ %: 0.2

Results for COc1ccc(C(=O)OCC[N+]2(C)CCOCC2)cc1 ?
human PMI inhibitors: -11.9%; P. falciparum M17LAP: 4.6%; TNAP activators: 1.1; XIAP displacement: -5.4%; ER stress rescue: 0.0%; Myeloid diff MLP: inactive; LYP phosphatase: -8.9%; human PMI inhibition: -0.9%; M1AAP inhibition: inconclusive; Myeloid diff MLP GFP+ MAC1+ %: 0.6

How did CCn1c(-c2ccccc2)c[nH]c1=S do in these assays?
human PMI inhibitors: -12.2%; P. falciparum M17LAP: -4.2%; TNAP activators: 0.6; XIAP displacement: -4.8%; ER stress rescue: -1.0%; Myeloid diff MLP: inactive; LYP phosphatase: -9.3%; human PMI inhibition: -1.5%; M1AAP inhibition: 1.9%; Myeloid diff MLP GFP+ MAC1+ %: 1.1

How did Cc1cc(/C(N)=N/OC(=O)Nc2ccccc2)no1 do in these assays?
P. falciparum M17LAP: -5.3%; Myeloid diff MLP: inactive; LYP phosphatase: -5.2%; M1AAP inhibition: 0.3%; Myeloid diff MLP GFP+ MAC1+ %: 0.1

How did Cc1[nH]c2ccccc2c1C(=O)CN1C(=O)C(=O)N(C2CCCC2)C1=O do in these assays?
human PMI inhibitors: -6.1%; P. falciparum M17LAP: -5.5%; TNAP activators: 1.1; XIAP displacement: 1.2%; ER stress rescue: -1.5%; Myeloid diff MLP: inactive; LYP phosphatase: -3.1%; human PMI inhibition: -4.1%; M1AAP inhibition: 0.1%; Myeloid diff MLP GFP+ MAC1+ %: 2.0

What do the screens show for `C=CCn1c(SCCOc2ccc(OC)cc2)nnc1C(CO)NC(=O)c1ccc(OC)cc1` (stereo not drawn)?
human PMI inhibitors: 4.3%; P. falciparum M17LAP: 7.4%; TNAP activators: 1.1; XIAP displacement: -3.1%; ER stress rescue: -0.7%; Myeloid diff MLP: inactive; LYP phosphatase: -3.8%; human PMI inhibition: 4.1%; M1AAP inhibition: -2.8%; Myeloid diff MLP GFP+ MAC1+ %: 0.6

Results for COc1ccc(CCC(=O)N2CCN(S(=O)(=O)c3ccc4ccccc4c3)CC2)cc1 ?
human PMI inhibitors: 18.5%; P. falciparum M17LAP: 4.3%; TNAP activators: 1; XIAP displacement: -3.4%; ER stress rescue: -0.8%; Myeloid diff MLP: inactive; LYP phosphatase: -3.2%; human PMI inhibition: 16.7%; M1AAP inhibition: 6.8%; Myeloid diff MLP GFP+ MAC1+ %: 0.9

What do the screens show for `N#CCCN(Cc1cccnc1)C(=O)Nc1ccccc1`?
human PMI inhibitors: 8.3%; P. falciparum M17LAP: -1.9%; TNAP activators: 1.1; XIAP displacement: -0.9%; ER stress rescue: 1.9%; Myeloid diff MLP: inactive; LYP phosphatase: 1.8%; human PMI inhibition: 15.4%; M1AAP inhibition: 0.5%; Myeloid diff MLP GFP+ MAC1+ %: 1.5

How did O=C(O)/C=C\C(=O)Nc1cccc(C(=O)Nc2cccc(O)c2)c1 do in these assays?
human PMI inhibitors: -1.4%; P. falciparum M17LAP: 1.1%; TNAP activators: 1; XIAP displacement: -3.2%; ER stress rescue: -1.0%; Myeloid diff MLP: inactive; LYP phosphatase: -3.0%; human PMI inhibition: -0.8%; M1AAP inhibition: 3.5%; Myeloid diff MLP GFP+ MAC1+ %: 0.3

How did O=C(N/N=C/c1ccc(Cl)c([N+](=O)[O-])c1)c1cnccn1 do in these assays?
human PMI inhibitors: 1.1%; P. falciparum M17LAP: 3.4%; TNAP activators: 1; XIAP displacement: -7.2%; ER stress rescue: -2.9%; Myeloid diff MLP: inactive; LYP phosphatase: -3.3%; human PMI inhibition: -0.5%; M1AAP inhibition: 2.6%; Myeloid diff MLP GFP+ MAC1+ %: 1.1

How did Cc1ccc(/C(N)=N/OC(=O)COc2ccc(Cl)c(C)c2)cc1 do in these assays?
human PMI inhibitors: -1.0%; P. falciparum M17LAP: 3.8%; TNAP activators: 1.2; XIAP displacement: -2.7%; ER stress rescue: 1.5%; Myeloid diff MLP: inactive; LYP phosphatase: -8.9%; human PMI inhibition: -0.3%; M1AAP inhibition: 2.2%; Myeloid diff MLP GFP+ MAC1+ %: 0.3

Results for CSc1ncccc1C(=O)Nc1nc2c(C)cccc2s1 ?
human PMI inhibitors: -1.0%; P. falciparum M17LAP: -3.4%; TNAP activators: 1.1; XIAP displacement: -3.4%; ER stress rescue: -4.8%; Myeloid diff MLP: inactive; LYP phosphatase: -8.1%; human PMI inhibition: -5.0%; M1AAP inhibition: 7.9%; Myeloid diff MLP GFP+ MAC1+ %: 0.2

How did O=C(CN(CC1CCCO1)C(=O)CCC(=O)Nc1nccs1)NCC1CCCO1 (stereo not drawn) do in these assays?
human PMI inhibitors: 1.8%; P. falciparum M17LAP: 3.8%; TNAP activators: 1.1; XIAP displacement: 2.6%; ER stress rescue: -3.9%; Myeloid diff MLP: inactive; LYP phosphatase: 1.2%; human PMI inhibition: -6.7%; M1AAP inhibition: -2.5%; Myeloid diff MLP GFP+ MAC1+ %: 1.5

Results for O=C(Nc1ccccc1)C1=C[C@H](c2ccc(Br)cc2)C[C@H](OCc2ccc(CO)cc2)O1 ?
human PMI inhibitors: 13.9%; P. falciparum M17LAP: -4.1%; TNAP activators: 1.1; XIAP displacement: -2.8%; ER stress rescue: 2.5%; Myeloid diff MLP: inactive; LYP phosphatase: 4.1%; human PMI inhibition: 21.7%; M1AAP inhibition: 3.1%; Myeloid diff MLP GFP+ MAC1+ %: 0.4

Results for O=C(O)COc1c(Cl)cc(/C=C2\NC(=O)NC2=O)cc1Br ?
human PMI inhibitors: 8.5%; P. falciparum M17LAP: 29.9%; TNAP activators: 1.1; XIAP displacement: -3.1%; ER stress rescue: -0.5%; Myeloid diff MLP: inactive; LYP phosphatase: -4.4%; human PMI inhibition: 11.1%; M1AAP inhibition: 3.6%; Myeloid diff MLP GFP+ MAC1+ %: 0.8

How did Cc1cc(Oc2ccccc2)nc(SCC(N)=O)n1 do in these assays?
human PMI inhibitors: -2.4%; P. falciparum M17LAP: 1.1%; TNAP activators: 1.1; XIAP displacement: -5.4%; ER stress rescue: -1.4%; Myeloid diff MLP: inactive; LYP phosphatase: -5.2%; human PMI inhibition: -2.0%; M1AAP inhibition: 7.3%; Myeloid diff MLP GFP+ MAC1+ %: 0.8

Results for CCN(CC)c1ccc(NC(=O)CC2Oc3ccccc3NC2=O)c(C)c1 (stereo not drawn) ?
human PMI inhibitors: 7.9%; P. falciparum M17LAP: 28.5%; TNAP activators: 0.8; XIAP displacement: -17.5%; ER stress rescue: -2.7%; Myeloid diff MLP: inactive; LYP phosphatase: -3.4%; human PMI inhibition: -2.9%; M1AAP inhibition: -1.2%; Myeloid diff MLP GFP+ MAC1+ %: 3.5

Random draw from the library. Share with any hit: about 2.7%.
